# Screening data (PubChem)
# KOR beta-arrestin-1 – KOR antagonists, beta-arrestin recruitment, cell-based, luminescence, uHTS (AID 1778) | 290,000 compounds, 0.091% hits | Kappa-type opioid receptor (Homo sapiens) | KOR beta-arrestin recruitment, luminescence, antagonist mode; higher % means a stronger effect | inhibition, % at 10 µM, or IC50 in µM where a hit was titrated; in the data active means inhibition above about 50%; further: strong numbers were not always called active
# GPR35 antagonists – GPR35 antagonists blocking zaprinast-driven arrestin recruitment, primary screen, imaging, U2OS, beta-arrestin-GFP, zaprinast agonist (AID 2058); 290,000 compounds, 0.052% hits; G-protein coupled receptor 35 (Homo sapiens); U2OS GPR35 beta-arrestin-GFP translocation imaging, zaprinast antagonism; higher % means a stronger effect; inhibition, % at 10 µM, or IC50 in µM where a hit was titrated;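 active means inhibition of at least 50% with at least 30 cells and total cytoplasm GFP at most 10,000,000; inconclusive means under 30 cells or total GFP of 10,000,000 plus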
# Siah-1 displacement – Siah-1 peptide-binding antagonists, primary screen, biochemical, fluorescence polarization, rhodamine-plectin, uHTS (AID 1817). 290,000 compounds, 0.02% hits. displacement, % at 20 µM, or IC50 in µM where a hit was titrated. Siah-1 / rhodamine-plectin peptide fluorescence polarization; higher % means a stronger effect;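 active means displacement of at least 50% at 20 µM, with a fluorescence ratio check between 0.3 and a set limit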;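 further: plate controls were Siah plus tracer with DMSO for no effect and tracer alone without Siah for full effect; strong numbers were not always called active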
# AID2073 – inhibitors of Mint1-CaV2.2 protein interaction, biochemical, HTRF (AID 2073) | Voltage-dependent N-type calcium channel subunit alpha-1B (Homo sapiens) | one-dose inhibition, % at 20 µM; IC50 in µM for titrated hits | HTRF protein-protein interaction, Mint1-CaV2.2; higher % means a stronger effect | 290,000 compounds, 0.19% hits; in the data active means inhibition mostly above about 51%, no sharp cut-off; inconclusive means no clear call, values can overlap the other calls; inactive means mostly below about 53%; further: some results filed as inactive read as strong as hits
# GPR55 activation – GPR55 agonists via beta-arrestin recruitment, primary screen, imaging, U2OS cells, beta-arrestin-GFP redistribution (AID 1961); one-dose activation, % at 10 µM; EC50 in µM for titrated hits; U2OS GPR55 beta-arrestin-GFP redistribution imaging; higher % means a stronger effect; 290,000 compounds, 0.048% hits; G-protein coupled receptor 55 (Homo sapiens);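 active means activation above 40% with more than 50 cells counted in the well; inconclusive means wells holding fewer than 50 cells, flagged as toxic or sparse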;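 further: U2OS osteosarcoma cells stably expressing GPR55 and beta-arrestin-GFP; plate controls were DMSO negative control for no effect and LPI positive control for full effect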
# NOD1 inhibition – NOD1 signaling inhibitors, primary screen, cell-based, luminescence, uHTS (AID 1578). NOD1-driven NF-kB luciferase reporter cells, luminescence; higher % means a stronger effect. inhibition, % at 4 µM, or EC50 in µM where a hit was titrated. 290,000 compounds, 1% hits; in the data active means inhibition mostly above about 36%, no sharp cut-off; inactive means mostly below about 34%;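 further: HEK-293T reporter cells stimulated with the NOD1 agonist gamma-tri-DAP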
# KOR beta-arrestin-2 – KOR agonists, beta-arrestin recruitment, primary screen, cell-based, luminescence, uHTS (AID 1777) | Kappa-type opioid receptor (Homo sapiens) | KOR beta-arrestin recruitment, luminescence; higher % means a stronger effect | one-dose activation, % at 10 µM; EC50 in µM for titrated hits | 280,000 compounds, 0.02% hits; in the data active means activation above about 50%, passing the limit was not always enough; further: a part of the inactive calls stands beside numbers as strong as those of hits
# GPR55 LPI antagonism – GPR55 antagonists blocking LPI-driven arrestin recruitment, primary screen, imaging, U2OS, beta-arrestin-GFP, LPI agonist (AID 2013) | U2OS GPR55 beta-arrestin-GFP translocation imaging, LPI antagonism; higher % means a stronger effect | G-protein coupled receptor 55 (Homo sapiens) | one-dose inhibition, % at 10 µM; IC50 in µM for titrated hits | 290,000 compounds, 0.13% hits;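 active means spots per cell inhibited over 60%, with over 100 cells counted and total cytoplasm intensity under 500,000; inconclusive means wells with under 100 cells, flagged as likely toxic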;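 further: U2OS cells stably carrying GPR55 and arrestin-GFP stimulated by 5 µM LPI near EC80; imaged beta-arrestin-GFP aggregate spots per cell after agonist stimulation; plate controls were LPI-stimulated DMSO wells for no effect and DMSO wells without LPI for full effect; some results filed as inactive read as strong as hits; confirmed hits need IC50 under 10 µM and bright autofluorescent wells are also inconclusive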
# HIV fusion peptide – inhibitors of HIV fusion peptide binding, primary screen, biochemical, uHTS, fluorescence dequenching (AID 1986); cell-free peptide binding, fluorescence dequenching, 30 min; higher % means a stronger effect; inhibition, % at 20 µM; hits with a dose series show IC50 in µM; 290,000 compounds, 0.3% hits; in the data active means inhibition mostly above about 52%, no sharp cut-off; inactive means mostly below about 76%; further: some results filed as inactive read as strong as hits
# * marks the source's active call; other numbers are inactive results; ? = inconclusive; nt = no result given; [ ] = remark or other dose. Not all compounds are listed; count on the stated rates, not on these rows.
# The first 5 entries, ahead of the listing:
SMILES,KOR beta-arrestin-1,GPR35 antagonists,Siah-1 displacement,AID2073,GPR55 activation,NOD1 inhibition,KOR beta-arrestin-2,GPR55 LPI antagonism,HIV fusion peptide
COc1ccc(N2CCN(CCCNC(=S)Nc3c(C)cccc3C)CC2)cc1,35.3%,-3.1%,6.0%,-7.5%,-0.2%,-19.7%,-3.6%,18.4%,-0.4%
Cc1sc2ncnc(N3CCN(CCOc4ccc(Cl)cc4)CC3)c2c1C,-46.1%,-17.2%,5.2%,8.6%,-0.1%,59.4%,-2.1%,-2.2%,-3.4%
CC1(C)Oc2ccc(C(=O)NC3CCCCC3)cc2N(CC#N)C1=O,29.6%,-2.8%,7.2%,3.3%,-0.1%,-6.4%,-4.0%,4.6%,1.3%
O=C(CSc1nnc(CNC(=O)c2cccs2)o1)Nc1cccc(Cl)c1,-8.7%,-1.7%,4.0%,1.7%,-0.2%,-1.8%,-4.9%,12.2%,2.3%
Brc1ccc(CSc2nnc(-c3cccnc3)o2)cc1,-44.6%[20 µM],16.5%,-6.5%,3.9%,-0.1%,-35.0%,nt,-2.5%,-0.8%

# This part in full (from the top)
SMILES,KOR beta-arrestin-1,GPR35 antagonists,Siah-1 displacement,AID2073,GPR55 activation,NOD1 inhibition,KOR beta-arrestin-2,GPR55 LPI antagonism,HIV fusion peptide
COc1ccc(N2CCN(CCCNC(=S)Nc3c(C)cccc3C)CC2)cc1,35.3%,-3.1%,6.0%,-7.5%,-0.2%,-19.7%,-3.6%,18.4%,-0.4%
Cc1sc2ncnc(N3CCN(CCOc4ccc(Cl)cc4)CC3)c2c1C,-46.1%,-17.2%,5.2%,8.6%,-0.1%,59.4%,-2.1%,-2.2%,-3.4%
CC1(C)Oc2ccc(C(=O)NC3CCCCC3)cc2N(CC#N)C1=O,29.6%,-2.8%,7.2%,3.3%,-0.1%,-6.4%,-4.0%,4.6%,1.3%
O=C(CSc1nnc(CNC(=O)c2cccs2)o1)Nc1cccc(Cl)c1,-8.7%,-1.7%,4.0%,1.7%,-0.2%,-1.8%,-4.9%,12.2%,2.3%
Brc1ccc(CSc2nnc(-c3cccnc3)o2)cc1,-44.6%[20 µM],16.5%,-6.5%,3.9%,-0.1%,-35.0%,nt,-2.5%,-0.8%
COc1ccc(NS(=O)(=O)c2cc(NC(=O)c3cnc(C)cn3)ccc2N2CCCC2)cc1,2.4%,-9.5%,-2.1%,8.4%,0.4%,-19.3%,-0.7%,13.3%,0.1%
COCCCNC(=O)c1ccc(-n2nc(C(F)(F)F)cc2-c2cccs2)cc1,-10.9%,-8.0%,-4.7%,-1.5%,-0.1%,32.2%,-2.6%,-2.1%,-2.9%
CCC(C)/C(C)=N/NC(=O)c1ccccc1OCCOc1ccccc1 (configuration not stated),13.0%,7.4%,0.4%,2.2%,-0.3%,-21.1%,2.8%,0.1%,0.3%
CCCCCOCC1CC(C/C(C)=N/NC(N)=O)(C(=O)OCC)C(=O)O1 (configuration not stated),-24.3%,3.0%,-1.4%,10.1%,-0.2%,-1.9%,2.5%,2.0%,2.8%
CN(Cc1cccc(Cl)c1)C(=O)C1CSC2(C)CCC(=O)N12 (configuration not stated),-14.5%,-18.9%,2.8%,2.8%,-0.1%,4.1%,-2.0%,2.3%,2.1%
N#C/C(=C\c1ccc(-c2ccc([N+](=O)[O-])cc2Br)o1)C(=O)N1CCN(c2ccccc2)CC1,-7.5%,9.2%,0.3%,8.9%,-0.1%,5.7%,0.6%,14.6%,-0.4%
Cn1nc(C(=O)N2CCCc3ccccc32)c2ccccc2c1=O,-4.9%,-2.6%,3.3%,-5.0%,-0.5%,-38.3%,2.7%,2.2%,-1.9%
O=C(Nc1cccc(-n2cccn2)c1)C1CCCN(Cc2cc3ccccc3[nH]2)C1 (configuration not stated),-9.2%,10.4%,0.4%,2.1%,-0.2%,-16.7%,3.3%,10.5%,2.5%
CC1=CC2=NC(=O)/C(=C\c3cccn3CCOc3cc(C)ccc3C)C(=N)N2O1,10.3%,-16.6%,-1.2%,5.4%,0.2%,3.1%,8.2%,2.9%,1.2%
O=C(CNC(=O)c1ccco1)NCc1nc2ccccc2[nH]1,-2.2%,-3.9%,9.2%,9.3%,-0.1%,-26.4%,-3.1%,7.8%,-0.6%
CN(C)c1ccc2c3c(ccc(N(C)C)c13)COC2,-12.0%,2.5%,-3.6%,1.6%,0.1%,-12.6%,6.4%,27.7%,-2.2%
Cc1cc2ccccc2n2c(SCC(=O)NCC3CCCO3)nnc12 (configuration not stated),-2.3%[20 µM],-8.8%,0.9%,5.4%,-0.1%,-14.5%,-2.0%,-13.1%,-1.4%
O=C(Nc1ccc(-c2csc(Nc3ccc(Cl)cc3)n2)cc1)c1cccc(C(F)(F)F)c1,-27.5%,-6.1%,-4.3%,2.4%,-0.1%,-15.9%,6.0%,1.7%,2.4%
CCOc1cc(C2C(C#N)=C(N)OC(C)=C2C(C)=O)cc(Br)c1O (configuration not stated),3.1%,-11.6%,2.5%,2.7%,0.2%,-14.7%,1.1%,7.9%,37.8%
COC(=O)c1sc(NC(=O)C2CCCO2)c(C(=O)OC)c1C (configuration not stated),33.0%,-12.2%,-3.0%,-2.1%,0.5%,-17.4%,-1.5%,-7.6%,-2.5%
COc1ccc(-n2c(N)c(C(=O)NCc3ccco3)c3nc4ccccc4nc32)cc1,14.7%,1.4%,-1.7%,27.8%,0.0%,28.0%,-1.3%,9.3%,-1.9%
CCn1nnnc1-c1ccc(OC)c(S(=O)(=O)NCc2ccccc2)c1,-42.7%,6.4%,-6.8%,-1.0%,-0.2%,6.6%,nt,20.6%,-3.3%
CCOC(=O)N/N=C\c1ccc(C)s1,-39.4%,6.4%,-4.0%,-4.2%,-0.2%,25.4%,-0.5%,-16.5%,1.8%
CCCCC(=O)NS(=O)(=O)c1ccc(N=NN(CC)CC)cc1,-28.7%,1.9%,0.0%,11.2%,0.2%,-30.0%,-0.5%,8.3%,-0.9%
Cc1cc(C)c(OCCN(C)C)c(Cl)c1,11.9%,0.3%,0.8%,-5.3%,0.3%,-37.3%,-2.2%,-0.3%,2.1%
Cc1cccc(NC(=S)NC(=O)c2ccco2)n1,17.8%,0.8%,-2.5%,-8.0%,0.1%,-38.5%,-1.1%,6.4%,-0.8%
C=CCN(CC(=O)NCc1ccc(OC)cc1)C(=O)c1csnn1,-0.4%,8.4%,6.4%,-3.4%,-0.1%,4.2%,-2.4%,9.8%,-2.1%
CCc1[nH]nc2c1C1(CCOC1C)C(C#N)=C(N)O2 (configuration not stated),7.6%,4.0%,2.1%,2.1%,-0.2%,11.2%,-2.8%,-6.5%,0.0%
CCOc1ccccc1NC(=O)CCNS(=O)(=O)c1cccc2nonc12,18.4%,11.5%,4.6%,-2.5%,-0.2%,-29.4%,-2.0%,6.8%,-1.7%
CNC(=S)N(CCc1c(C)[nH]c2ccccc12)Cc1cccnc1,-1.6%,-10.2%,1.0%,-5.3%,-0.2%,6.9%,2.8%,-0.9%,0.1%
O=C(Nc1ccc(N2CCN(c3ccc(O)cc3)CC2)cc1)Oc1ccccc1,33.4%,2.4%,3.7%,44.9%,-0.1%,-39.7%,-5.9%,9.2%,-1.5%
CCOc1ccccc1NC1c2ccccc2C(=O)N1Cc1ccco1 (configuration not stated),13.7%,12.9%,5.7%,2.2%,-0.1%,3.0%,-4.8%,3.7%,-1.0%
COc1ccc(NC(=O)c2sccc2C)cn1,-31.5%,-12.0%,-4.5%,-8.9%,-0.1%,-21.7%,-1.5%,12.6%,1.1%
Cn1c(-c2ccco2)nc2cc3ccccc3cc21,-29.3%,12.0%,-0.4%,?,0.0%,-46.7%,2.5%,5.1%,8.4%
N#Cc1cc2c(nc1SCC(O)CS(=O)(=O)Cc1ccccc1)CCCC2 (configuration not stated),-26.4%,10.4%,0.9%,16.2%,0.0%,-16.4%,2.6%,0.1%,2.6%
CCOC(=O)CNC(=O)CNC(=O)Cn1ccc2ccccc2c1=O,-17.0%,4.3%,-0.6%,-9.5%,-0.1%,7.2%,8.8%,14.8%,-0.8%
C/C(=N\NC(=O)Cc1ccc(Cl)cc1)c1cccnc1,18.1%,4.4%,-0.2%,1.8%,-0.1%,-20.4%,-1.5%,4.9%,0.0%
Cc1ccc(-c2nnc(SCC(=O)O)n2N)cc1,-7.0%,13.1%,4.4%,?,0.3%,0.0%,-0.1%,3.5%,-1.4%
COC(=O)NC(NC(=S)Nc1ccccc1OC)C(Cl)(Cl)Cl (configuration not stated),4.9%,-8.2%,-2.6%,-22.2%,-0.2%,23.2%,2.1%,2.9%,-2.0%
COc1ccccc1CCNC(=O)C(=O)NCC1OCCN1S(=O)(=O)c1ccccc1 (configuration not stated),-2.2%[20 µM],7.3%,-0.6%,3.2%,0.7%,-25.7%,-3.8%,-2.4%,-0.2%
COc1ccc(CCCNC(=O)C2CCC(=O)N(Cc3ccc(Cl)cc3)C2)cc1 (configuration not stated),-21.3%,-20.6%,8.4%,-2.8%,0.0%,-33.1%,-3.8%,2.0%,-0.4%
CCc1ccc(S(=O)(=O)NCc2cn3c(C)csc3n2)s1,-15.2%,-9.4%,-2.5%,-3.2%,-0.2%,-13.8%,-2.2%,3.4%,-1.5%
Fc1cccc(C2CC(c3cccc(Br)c3)Nc3nnnn32)c1 (configuration not stated),28.7%,-12.0%,0.6%,-4.0%,0.3%,-10.9%,-2.0%,4.9%,-1.3%
Cc1cccc(C(=O)c2c[nH]cc2-c2ccccc2)c1,-25.6%,-0.1%,9.0%,-1.1%,-0.1%,14.3%,1.8%,3.2%,-0.4%
COc1ccc(OCC(=O)N2CCc3ccccc3C2)cc1,-27.6%[20 µM],4.6%,1.0%,-1.1%,0.0%,-21.2%,1.1%,12.9%,-0.5%
Cc1ccc(CNC(=O)C2CCCN2S(=O)(=O)c2ccc(Cl)cc2)cc1 (configuration not stated),-22.0%[20 µM],-1.5%,2.4%,-1.9%,0.5%,-16.8%,-3.6%,-15.1%,1.4%
